Screens as filed in PubChem BioAssay.
SW480 rereplic – DNA re-replication induction in SW480 cells; SW480 DNA re-replication, Hoechst DNA content imaging, 48 h; Potency, µM (series often up to 46.1 µM), for the others: top-dose re-replication activation, usual class: activators; 340,000 tested, 1.8% active; AID 624297; note: potency is the fitted concentration of half-maximal effect; % of control where 0% means no effect; nearly all actives have a fitted effect of over 55% in size
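Treated cells incubate 48 hr (37 C, 5% CO2), are stained 40 min with Hoechst, and nuclear fluorescence is enumerated; a rise in nuclei with high DNA signal marks re-replication.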
D3 antag – D3 dopamine receptor (human) antagonism. P35462. AID 652054. 360,000 tested, 2.5% active. D3R cells, DiscoveRx beta-arrestin luminescence, antagonist mode; stronger effect = lower value. max response, negative = inhibition, %; in the data active = max response below about -50%; inconclusive = no clear call, values can overlap the other calls; note: % is set by controls: 0 for no effect and ±100 for the full control effect; mostly tested at two doses, the higher about 12 µM
Target sequence (P35462 whole entry, looked up): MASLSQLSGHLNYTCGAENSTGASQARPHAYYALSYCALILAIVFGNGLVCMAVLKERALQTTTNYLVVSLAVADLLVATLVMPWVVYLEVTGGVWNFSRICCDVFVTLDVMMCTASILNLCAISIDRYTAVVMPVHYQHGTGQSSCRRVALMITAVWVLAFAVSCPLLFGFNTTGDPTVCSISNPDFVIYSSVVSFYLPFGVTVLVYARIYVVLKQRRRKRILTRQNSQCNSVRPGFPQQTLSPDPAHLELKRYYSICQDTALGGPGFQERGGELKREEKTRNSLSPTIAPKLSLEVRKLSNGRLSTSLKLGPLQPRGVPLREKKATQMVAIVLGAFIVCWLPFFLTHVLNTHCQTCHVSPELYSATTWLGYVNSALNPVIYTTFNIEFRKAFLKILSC
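Cells expressing the human receptor were seeded at 1500 cells/well, incubated overnight at 37 degrees C in 5% CO2, then exposed to library compounds with dopamine controls for 90 minutes at 37 degrees C before luminescent detection.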
GLP-1R agonist – activates the human GLP-1 receptor; P43220; HEK293 GLP-1R CRE-luciferase, luminescence, 4-6 h; cells express a hypersensitive GLP-1R form; Potency, µM (series often up to 45.6 µM), without a hit: top-dose activation, actives largely listed as activators; 380,000 tested, 0.007% active; AID 624172; note: potency is the fitted concentration of half-maximal effect; % of control where 0% means no effect
Target sequence (P43220 whole entry, looked up): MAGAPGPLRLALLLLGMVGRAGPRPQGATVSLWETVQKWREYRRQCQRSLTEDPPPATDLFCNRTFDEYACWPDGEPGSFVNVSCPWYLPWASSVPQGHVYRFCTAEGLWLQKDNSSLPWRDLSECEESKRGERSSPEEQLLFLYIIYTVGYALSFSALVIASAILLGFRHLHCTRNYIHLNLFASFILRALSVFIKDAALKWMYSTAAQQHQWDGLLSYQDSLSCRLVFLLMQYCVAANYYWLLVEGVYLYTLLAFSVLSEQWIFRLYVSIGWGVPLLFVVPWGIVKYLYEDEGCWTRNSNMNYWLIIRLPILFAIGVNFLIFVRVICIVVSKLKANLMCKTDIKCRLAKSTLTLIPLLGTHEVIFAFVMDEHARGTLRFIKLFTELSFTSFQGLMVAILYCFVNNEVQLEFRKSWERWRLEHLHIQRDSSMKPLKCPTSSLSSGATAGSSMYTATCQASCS
HT1080 IDH1KD tx – kills HT-1080 cells with IDH1 knockdown; HT-1080 IDH1 knockdown viability, ATP luminescence, 48 h; Potency, µM (doses to about 46.1 µM), for inactives: at the top dose activity, negative = toxicity, most hits filed as cytotoxic; 360,000 tested, 2% active;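 note: potency is the fitted concentration of half-maximal effect; 0% = DMSO wells and -100% = cell-free medium wells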
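% activity derives from luminescence (CellTiter-Glo), normalised to DMSO and no-cell wells. HT-1080-IDH1KD cells, 750/well, had 48 h compound exposure at 37 °C.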
D3 ag – D3 dopamine receptor (human) agonism; P35462; 410,000 tested, 0.58% active; D3R DiscoveRx beta-arrestin cells, luminescence, 90 min; max activation, %; in the data active = max activation above about 30%; note: 0% is about no effect; mostly tested at two doses, the higher about 12 µM
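Cells at 1500/well, incubated overnight, then treated with pinned compounds (dopamine as control) for 90 min at 37 degrees C. DiscoveRx reagent added for 30 - 60 minutes at room temperature; luminescence read.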
KB-3-1 cytotox – kills parental KB-3-1 adenocarcinoma cells; AID 1347075; 400,000 tested, 1.4% active; Potency, µM (highest dose often 46.1 µM), inactives show at the highest dose activity change, negative = cytotoxic, usual class: cytotoxic; KB-3-1 viability, CellTiter-Glo ATP luminescence, 72 h; note: potency is the fitted concentration of half-maximal effect; % is set by controls: 0 for no effect and ±100 for the full control effect; nearly all actives have a fitted effect of over 60% in size
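Parental KB-3-1 adenocarcinoma cells in phenol-red-free DMEM with 10% FBS were pin-treated with compounds at several concentrations, incubated 72 h at 37 °C, and viability read by CellTiter-Glo luminescence; concentration-effect curves were fitted after normalization.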
HT1080-NT tox – kills 2HG-producing HT-1080-NT fibrosarcoma cells; 360,000 tested, 1.6% active; Potency, µM (highest dose often 46.1 µM), without a hit: at the top dose activity, negative = less viability, usual class: cytotoxic; AID 686970; HT-1080-NT fibrosarcoma viability, CellTiter-Glo ATP luminescence, 48 h;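 note: NT is the 2HG producing partner of a matched IDH1 knockdown line; potency is the fitted concentration of half-maximal effect; 0% = DMSO-treated cells and -100% = media-only wells without cells; nearly all actives have a fitted effect of over 55% in size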
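HT-1080-NT fibrosarcoma cells (2HG-overproducing), 750 cells/well in RPMI with 5% FBS, dosed after 2 h and incubated 48 h at 37C. CellTiter-Glo luminescence normalized to DMSO and no-cell wells; concentration-response curves fitted and classed.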
KB-V1 cytotox – KB-V1 MDR subline cytotoxicity. KB-V1 MDR cells viability, CellTiter-Glo, 72 h. Potency, µM (titrated, usually from 46.1 µM), for inactives: top-dose activity change, negative = cytotoxicity, usual class: cytotoxic. 400,000 tested, 3.4% active; note: potency is the fitted concentration of half-maximal effect; % is set by controls: 0 for no effect and ±100 for the full control effect; nearly all actives have a fitted effect of over 60% in size
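Readout: CellTiter-Glo luminescence, 10 min after addition. Cells: KB-V1 MDR subline, 72 h at 37 degrees C with compound. Analysis: corrected, normalized data fitted to concentration-effect curves.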
IL-1B inflam inh – blocks inflammasome-driven IL-1 beta release; activity change, % at 57.5 µM; THP-1 LPS/ATP IL-1B secretion, AlphaLISA, 16 h; stronger effect = lower value; 360,000 tested, 4.7% active; in the data active = activity change below about -50%; inconclusive = mostly about -30% to -49%; note: % is set by controls: 0 for no effect and ±100 for the full control effect
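THP-1 cells pretreated 1 hr with compounds (up to 57.5 uM final), then stimulated with LPS (250 ng/mL final) plus ATP (1.25 mM final); secreted IL-1B measured by AlphaLISA after 16 hr, decreased signal indicating inhibition.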
Starred values were filed as active, the others as inactive; ? = inconclusive; / = not tested or not shown; [ ] = dose if it differs, or a comment. Unless noted, calls come from the whole dose curve; as a rule, active = well fitted curve in the direction sought with a large enough effect; inconclusive = small, poorly fitted or top-dose-only effect, or another doubt; inactive = no such curve, though single readings can be large; an effect the other way counts as inactive or inconclusive. Rows are unselected; any-hit rate near 12%.

Values run as follows: SW480 rereplic, D3 antag, GLP-1R agonist, HT1080 IDH1KD tx, D3 ag, KB-3-1 cytotox, HT1080-NT tox, KB-V1 cytotox, IL-1B inflam inh
> CC(/C=C/c1ccco1)=N/NC(=O)CNc1ccccc1C
 : -1%, -16, 8%, -1%, -3, 0%, -2%, -11%, -13
> O=c1[nH]c2ccc(Cl)cc2c(-c2ccccc2)c1CN1CCOCC1
 : ?, -58*, 13%, ?, -18, -10%, ?, ?, -5
> O=C1S/C(=C\c2ccccc2)C(=O)N1CC(O)Cn1c2ccccc2c2ccccc21 (configuration not stated)
 : 9%, -4, 3%, -3%, 3, -1%, -1%, -1%, -1
> Cc1nn2c(=O)c3c4c(sc3nc2n1-c1ccccc1)COC(C)(C)C4
 : -13%, -16, -2%, 0%, -3, 2%, 5%, -9%, ?
> O=C(CNCc1ccc(Cl)cc1)Nc1ccc2c(c1)OCCO2
 : -56%[inhibitor], 1, 13%, -18%, -24, -22%, -20%, ?, -18
> Cc1cc(NC(=O)CCC(=O)N(CC(=O)NC2CCCC2)Cc2ccc(F)cc2)no1
 : -2%, 14, 1%, 25%, 0, 13%, 16%, 8%, 8
> CC1(C)Cc2c(sc3[nH]c(=S)[nH]c(=O)c23)CO1
 : -10%, -13, 0%, 23%, 13, 15%, 24%, 0%, 3
> CN(C)/C=C/C(=O)c1cnc(-c2ccccc2Cl)s1
 : 11%, 7, 13%, 6%, -17, 0%, 6%, 11%, -7
> CCn1c(COc2ccccc2C)nnc1SCC(=O)NC1CCCC1
 : -2%, 10, 8%, -4%, 2, 4%, -7%, ?, 3
> O=c1oc2ccc(C#CC3(O)CCCCC3)cc2cc1-n1cc(-c2ccsc2)nn1
 : -23%[9.22 µM], 23, -6%, 2%, 21, -2%, 9%, -21%, 9
> Cc1cc(F)ccc1-c1cc(C(=O)NCc2ccc(C(F)(F)F)cc2)[nH]n1
 : /, ?, -3%, ?, -16, 0%, ?, 28%, -4
> CCc1[nH]nc2c1C1(CCN(C(=O)OCc3ccccc3)CC1)C(C#N)=C(N)O2
 : 0%, 6, 10%, 17%, 0, -17%, 25%, -2%, 53
> Cn1cccc1C(=O)NC(=O)COC(=O)CNS(=O)(=O)c1ccc(Br)cc1
 : 3%[9.22 µM], -14, 1%, -1%, -13, 0%, -5%, 4%, 34
> Nc1nc(N)c2nc(CNc3ccc(C(=O)NC(CCC(=O)O)C(=O)O)cc3)cnc2n1 (configuration not stated)
 : -3%, /, -1%, /, /, -25%, /, -14%, /
> COc1ccccc1-c1ccc(SCC(=O)Nc2cc(C)on2)nn1
 : 3%, -5, 4%, 0%, -9, 16%, -1%, -22%, 21
> Cc1cc(Br)ccc1SCC(=O)OCC(=O)c1c(N)n(C)c(=O)n(C)c1=O
 : -9%, 4, 1%, 1%, -4, -1%, 3%, -8%, 33
> CCCc1cc(C(=O)Nc2cccc(Cl)c2C)no1
 : 6%, ?, 16%, 2%, -10, 10%, -4%, -16%, 5
> Cc1ccc(CC2(C)C(=O)Nc3c(Cl)cccc32)cc1 (configuration not stated)
 : /, 20, 14%, 0%, -2, 0%, -2%, 3%, 14
> C=CCn1c(CCc2ccccc2)nnc1SCC(=O)OC
 : 15%, -19, -11%, 16%, -7, 12%, -6%, 0%, -23
> Cc1cccc(CN2CCC(n3nccc3NC(=O)CCCc3ccccc3)CC2)c1
 : /, ?, -2%, -23%, -15, -10%, -12%, ?, ?
> COc1ccc(-c2csc3ncnc(N4CCN(c5cccc(C)c5C)CC4)c23)cc1
 : -2%, -14, -5%, ?, -8, -29%, -1%, ?, 11
> CC12C=CC(=O)C=C1C(F)CC1C3CCC(O)(C(=O)CO)C3(C)CC(O)C12F (configuration not stated)
 : -6%, 1, -1%, ?, 8, 5%, ?, 15%, -24
> Cc1ccc2[nH]cc(C(=O)CN3CCN(c4ccccn4)CC3)c2c1
 : -4%, -20, 0%, -9%, -16, -13%, -13%, 3%, 5
> COC(=O)c1cn(N(C)c2ncc(C(F)(F)F)cc2Cl)c(=O)c2ccccc12
 : 18%, ?, 3%, -15%, -2, -6%, 2%, 0%, 29
> CCCC(=O)Nc1nc2ccc(C(=O)OCC)cc2s1
 : -5%, 3, -1%, 1%, 5, 1%, -9%, 0%, -10
> CC1Cc2ccccc2N1C(=O)Cn1nc(C(=O)O)c2ccccc2c1=O (configuration not stated)
 : -3%, -23, 9%, -5%, 1, 9%, -19%, 0%, 8
> CCOc1ccc2c(=O)c(-c3ccc4c(c3)OCCCO4)c(C)oc2c1
 : /, -5, -5%, 18%, -6, -6%, 17%, ?, -6
> COc1ccc(-c2nn(-c3ccccc3)cc2/C=N/N2C(=O)CSC2=S)cc1
 : ?, 20, 5%, 2%, 21, ?, 25%, ?, -106*
> Cc1cccc(NC(=O)COC(=O)c2ccc(S(=O)(=O)N3CCCCCC3)cc2)c1
 : -2%, 4, 10%, 3%, 5, -11%, 1%, 16µM*, 1
> CC(NS(=O)(=O)c1ccc(Br)cc1)C(=O)NCc1ccco1 (configuration not stated)
 : -14%, -13, 15%, 4%, 7, 0%, -9%, -10%, -17

Reprinted from the part before: six compounds; new compounds follow.
Values run as follows: SW480 rereplic, D3 antag, GLP-1R agonist, HT1080 IDH1KD tx, D3 ag, KB-3-1 cytotox, HT1080-NT tox, KB-V1 cytotox, IL-1B inflam inh
> CCCC(=O)Nc1nc2ccc(C(=O)OCC)cc2s1
 : -5%, 3, -1%, 1%, 5, 1%, -9%, 0%, -10
> CC1Cc2ccccc2N1C(=O)Cn1nc(C(=O)O)c2ccccc2c1=O (configuration not stated)
 : -3%, -23, 9%, -5%, 1, 9%, -19%, 0%, 8
> CCOc1ccc2c(=O)c(-c3ccc4c(c3)OCCCO4)c(C)oc2c1
 : /, -5, -5%, 18%, -6, -6%, 17%, ?, -6
> COc1ccc(-c2nn(-c3ccccc3)cc2/C=N/N2C(=O)CSC2=S)cc1
 : ?, 20, 5%, 2%, 21, ?, 25%, ?, -106*
> Cc1cccc(NC(=O)COC(=O)c2ccc(S(=O)(=O)N3CCCCCC3)cc2)c1
 : -2%, 4, 10%, 3%, 5, -11%, 1%, 16µM*, 1
> CC(NS(=O)(=O)c1ccc(Br)cc1)C(=O)NCc1ccco1 (configuration not stated)
 : -14%, -13, 15%, 4%, 7, 0%, -9%, -10%, -17
> CC1=C(C(=O)N(C)C)CC(CC(=O)NC(c2ccccc2)c2ccccc2)C(=O)N1CCCN1CCCC1=O (configuration not stated)
 : /, 14, 2%, 10%, 4, ?, 13%, 0%, -2
> COc1ccc([N+](=O)[O-])cc1NC(=O)COC(=O)/C=C/c1ccco1
 : 3%, -3, 15%, 0%, 2, 1%, -5%, 21%, 4
> c1ccc(C2CSc3ccccc3N2)cc1 (configuration not stated)
 : 7%, 0, 1%, 0%, 0, 1%, 2%, 15%, 26
> CCC(C)[C@H](NC(=O)NCc1ccc(F)cc1)C(=O)O (some centres not stated)
 : -40%, 24, -3%, 0%, -1, 1%, -1%, 17%, 23
> Cc1ccc(S(=O)(=O)N2[C@@H](c3ccc(Cl)cc3)C(C(=O)O)=C[C@H]2CC2CCCC2)cc1
 : 1%[9.22 µM], 20, 0%, -7%, -7, 6%, -2%, 0%, 11
> CC(=O)c1c(C(C)=O)c(C)n(-c2nc(-c3ccc(Br)cc3)c(C)s2)c1C
 : ?, ?, 1%, -15%, -9, ?, -6%, ?, -28
> O=C(NC(Cc1ccccc1)C(=O)N1CCCC1C(=O)O)c1ccccc1 (configuration not stated)
 : -4%, -2, -10%, 4%, 4, -3%, 9%, -7%, 7
> COC(=O)[C@@]1(Sc2ccc(C)cc2)CC(=O)N(C(=O)C2CC2)[C@@H]1c1ccccc1
 : /, 17, -2%, -2%, 0, 16%, -2%, 0%, 3
> O=C(NCC1CCCO1)c1cc(S(=O)(=O)N2CCCCC2)ccc1Cl (configuration not stated)
 : -10%, -16, 4%, 1%, -7, -1%, 16%, -2%, 19
> CCc1cccc(NC(=O)COC(=O)CSc2ccc(C)cc2)c1
 : /, -4, -6%, -5%, 2, -8%, -1%, -29%, 10
> CN(NS(C)(=O)=O)c1ncc(C(F)(F)F)cc1Cl
 : 1%, 8, 15%, 2%, 16, ?, 4%, ?, 43
> COc1cccc(N=Cc2c(O)c3ccccc3oc2=O)c1
 : -1%, ?, -4%, ?, -4, -17%, ?, ?, -6
> COc1ccc(OCc2cccc(C(=O)Nn3cc([N+](=O)[O-])cn3)c2)cc1
 : 1%, -65*, -16%, -20%, 0, -22%, -9%, -15%, 6
> CC(OC(=O)CCCN=C1NS(=O)(=O)c2ccccc21)C(=O)Nc1ccc(F)c(F)c1F (configuration not stated)
 : 0%, -2, -1%, -4%, -17, 3%, -6%, 1%, 2
> Cc1nc2ccccc2c(=O)n1-c1cccc(NC(=O)c2cccs2)c1
 : -86%[inhibitor], -1, 7%, -2%, -9, 1%, -5%, -6%, -51*
> COc1cccc(/C=C(\C#N)C(=O)NC2CCS(=O)(=O)C2)c1 (configuration not stated)
 : 0%, -19, 3%, 7%, 0, -4%, -2%, 4%, 20
> COc1ccc(CNC(=O)c2ccccc2NC(=O)C2=CSCCO2)c(OC)c1
 : 5%, -4, 5%, 4%, 4, -16%, 4%, -19%, -18
> Cc1ccccc1C(=O)NCc1nnc(SCC(=O)N2c3ccccc3Sc3ccccc32)n1C
 : 2%, -64*, 1%, 6%, -5, 4%, 0%, 6%, ?

Limited to D3 antag, KB-3-1 cytotox and HT1080 IDH1KD tx, for three of the compounds above:
| compound | D3 antag | KB-3-1 cytotox | HT1080 IDH1KD tx |
| --- | --- | --- | --- |
| CN(NS(C)(=O)=O)c1ncc(C(F)(F)F)cc1Cl | 8 | ? | 2% |
| COc1cccc(N=Cc2c(O)c3ccccc3oc2=O)c1 | ? | -17% | ? |
| COc1ccc(OCc2cccc(C(=O)Nn3cc([N+](=O)[O-])cn3)c2)cc1 | -65* | -22% | -20% |
